# PI4K2A inh: qHTS for small molecular inhibitors of PI4K2A; AID 1346378, 2018; activity change, negative = inhibition, % at 76.9 µM; Phosphatidylinositol 4-kinase type 2-alpha (Homo sapiens), Q9BTU6; purified PI4K2A, ADP-Glo luminescence, 1 h; active compounds read low; hit rate 0.13% among 420,000; in the data active = activity change below about -50%; inconclusive = mostly about -30% to -49%;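 also: -100% = wells without enzyme as full effect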
#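 ADP-Glo luminescence measured ADP generated by PI4K2A enzyme (4 ug/mL before mixing) with 1.2 mM PI substrate (pre-mix) and 300 microM ATP (pre-mix). Tris pH7.5 buffer with MgCl2, Triton X-100; 1 h reaction at ambient temperature.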
# ERG Ets-DNA blk: qHTS for Small Molecule Inhibitors of the ERG Ets/DNA interaction; hit rate 0.028% among 370,000; Transcriptional regulator ERG (Homo sapiens), P11308; AID 624246, 2012; Potency, µM (highest dose often 76.9 µM), for the others: top-dose FP activity, negative = inhibition, most hits filed as inhibitors; fluorescence polarization, His-ERG Ets domain / labelled DNA; active = well fitted inhibition curve with a large enough effect in the polarisation, with a control signal flat; inconclusive = small, poorly fitted or top-dose-only effect, or effect the other way, or a change in a side signal; inactive = no such curve, though single readings can be large or run the other way; the % refers to the polarisation;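 also: polarization taken with two DNA probes labelled with fluorescein and Texas red; potency is read from the fitted curve at half-maximal effect; % of control where 0% means no effect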
# Target sequence (P11308 whole entry, looked up, the tested form may be a part): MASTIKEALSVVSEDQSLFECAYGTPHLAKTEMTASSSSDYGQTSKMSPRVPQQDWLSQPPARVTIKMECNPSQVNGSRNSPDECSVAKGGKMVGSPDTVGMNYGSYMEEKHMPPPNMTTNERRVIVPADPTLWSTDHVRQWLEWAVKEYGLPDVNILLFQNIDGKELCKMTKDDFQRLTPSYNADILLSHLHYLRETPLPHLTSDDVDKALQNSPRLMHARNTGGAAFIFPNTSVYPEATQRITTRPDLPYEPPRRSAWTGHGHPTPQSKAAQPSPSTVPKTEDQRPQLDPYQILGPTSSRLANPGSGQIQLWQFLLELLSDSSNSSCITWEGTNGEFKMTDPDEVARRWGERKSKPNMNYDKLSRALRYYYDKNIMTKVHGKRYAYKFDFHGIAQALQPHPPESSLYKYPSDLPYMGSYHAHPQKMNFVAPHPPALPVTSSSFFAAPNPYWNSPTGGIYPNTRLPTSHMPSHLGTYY
#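 His-tagged ERG Ets domain (1 uM in the protein solution; 300mM KCl, 50mM Tris-HCl, 1mM EDTA, 1mM DTT, pH 7.5) received compound, then a probe mix of 5 nM fluorescein-DNA and 100nM Texas-615-DNA. Fluorescence polarization was read for both dyes.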
# BAZ2B inh: qHTS Assay for Inhibitors of BAZ2B | hit rate 4.4% among 360,000 | AlphaScreen BAZ2B-H3K14Ac peptide displacement | Bromodomain adjacent to zinc finger domain protein 2B (Homo sapiens), Q9UIF8 | Potency, µM (highest dose often 114 µM), inactives show at the highest dose activity change, negative = inhibition, most hits filed as inhibitors; also: potency is read from the fitted curve at half-maximal effect; % is scaled to controls: 0 for no effect and ±100 for the full control effect; nearly all actives have a fitted effect of over 60% in size
#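 BAZ2B 50 nM plus b-H3(5-23)K14Ac 50 nM, PBS pH 7.4/0.01% Tween-20, 30 min RT; compound added (max 110 uM), 30 min RT; streptavidin donor/Ni-chelate acceptor beads 10 ug/mL final, 20 min dark; AlphaScreen read.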
# GLS inhibitor: qHTS for Inhibitors of Glutaminase (GLS) | hit rate 0.21% among 410,000 | Glutaminase kidney isoform, mitochondrial (Homo sapiens), O94925 | GLS enzymatic activity, qHTS titration | Potency, µM (top dose mostly 45.5 µM), for inactives: top-dose activity change, negative = inhibition, hits mostly inhibitors; also: potency is read from the fitted curve at half-maximal effect; % is scaled to controls: 0 for no effect and ±100 for the full control effect
#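 hKGA in 45 mM KH2PO4 pH 8.2, 0.02% Tween-20 with pin-transferred compounds; 1 mM L-glutamine (stock) plus glutamate oxidase/HRP/Amplex Red coupling added. Fluorescence read initially and after 30 min at RT.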
# G9a block: qHTS Assay for Inhibitors of Histone Lysine Methyltransferase G9a. Histone-lysine N-methyltransferase EHMT2 (Homo sapiens), Q96KQ7. G9a H3K9 monomethylation, AlphaScreen, 2 h. Potency, µM (top dose mostly 102 µM), inactives show at the highest dose activity, negative = inhibition, usual class: inhibitors. hit rate 8.8% among 350,000; also: potency is read from the fitted curve at half-maximal effect; % is scaled to controls: 0 for no effect and ±100 for the full control effect; nearly all actives have a fitted effect of over 75% in size
# Target sequence (Q96KQ7 913-1193 limits assumed): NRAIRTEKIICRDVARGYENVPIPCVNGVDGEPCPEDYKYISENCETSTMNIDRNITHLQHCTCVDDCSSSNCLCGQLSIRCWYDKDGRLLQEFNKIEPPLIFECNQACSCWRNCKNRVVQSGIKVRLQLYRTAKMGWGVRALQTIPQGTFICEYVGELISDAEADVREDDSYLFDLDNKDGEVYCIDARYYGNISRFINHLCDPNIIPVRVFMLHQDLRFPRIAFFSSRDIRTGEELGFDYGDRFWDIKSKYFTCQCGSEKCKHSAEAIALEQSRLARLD
#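 AlphaScreen detection with an anti-monomethyl H3K9 antibody quantified product after a 2 h room-temperature reaction containing 500 nM biotinylated H3K9 peptide, 20 µM SAM and 20 nM enzyme, which had been preincubated 15 min with compound.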
# JMJD2A Tudor: qHTS Assay for Inhibitors of JMJD2A-Tudor Domain; Potency, µM (top dose mostly 114 µM), without a hit: top-dose activity change, negative = inhibition, actives largely listed as inhibitors; AID 504339, 2011; hit rate 4.4% among 390,000; AlphaScreen JMJD2A-Tudor / H3K4me3 peptide binding; also: potency is read from the fitted curve at half-maximal effect; % is scaled to controls: 0 for no effect and ±100 for the full control effect; nearly all actives have a fitted effect of over 50% in size
# HP1b binding inh: HTS for Inhibitors of HP1-beta Chromodomain Interactions with Methylated Histone Tails | AlphaScreen HP1-beta / biotin-H3K9me3 peptide binding | Potency, µM (doses to about 114 µM), for inactives: at the highest dose activity change, negative = inhibition, most hits filed as inhibitors | hit rate 0.56% among 390,000; also: potency is read from the fitted curve at half-maximal effect; nearly all actives have a fitted effect of over 70% in size; inactives centre near 23
# Target sequence (P83916 whole entry, looked up): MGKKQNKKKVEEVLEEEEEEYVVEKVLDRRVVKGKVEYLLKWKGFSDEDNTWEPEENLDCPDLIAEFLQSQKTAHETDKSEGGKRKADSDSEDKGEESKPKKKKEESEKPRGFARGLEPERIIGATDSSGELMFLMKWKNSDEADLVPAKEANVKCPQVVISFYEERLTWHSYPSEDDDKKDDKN
#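 AlphaScreen: HP1-beta (50 nM) preformed 30 min with biotin-H3(1-18)K9me3 peptide (50 nM) in PBS pH 7.4, 0.01% Tween-20. Compound added for 30 min at RT, then streptavidin donor/nickel chelate acceptor beads (10 ug/mL) for 30 min.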
# PGK inhibitor: qHTS Assay to Find Inhibitors of Phosphoglycerate Kinase; Phosphoglycerate kinase, glycosomal (Trypanosoma brucei brucei), P07378; PGK/GAPDH coupled, Kinase-Glo luminescence, 60 min; Potency, µM (doses to about 57.5 µM), inactives show at the top dose activity change, negative = inhibition, usual class: inhibitors; hit rate 0.043% among 380,000; AID 602233, 2012; also: potency is read from the fitted curve at half-maximal effect; % is scaled to controls: 0 for no effect and ±100 for the full control effect; nearly all actives have a fitted effect of over 60% in size
#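 Luminescent ATP detection (Kinase-Glo Plus) follows a 60-minute room-temperature incubation, with wells lacking PGK as controls. Buffer: 100 mM TEA (pH 7.6), 5 mM MgCl2, 0.01% Tween-20. Coupling enzyme GAPDH (100 nM final) supplies unstable 1,3-BPG in-well.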
# Pin1 inh: qHTS Assay to Find Inhibitors of Pin1; Peptidyl-prolyl cis-trans isomerase NIMA-interacting 1 (Homo sapiens), Q13526; Pin1 FP peptide displacement, HiFluor488, 10 min; Potency, µM (titrated, usually from 115 µM), without a hit: at the top dose activity, negative = inhibition, hits mostly inhibitors; hit rate 0.009% among 390,000; AID 504891, 2011; active = well fitted inhibition curve with a large enough effect in the polarisation, with a control signal flat, not every such curve was filed as active; inconclusive = small, poorly fitted or top-dose-only effect, or effect the other way, or a change in a side signal; inactive = no such curve, though single readings can be large or run the other way; the % refers to the polarisation; also: potency is read from the fitted curve at half-maximal effect; % is scaled to controls: 0 for no effect and ±100 for the full control effect
# Active calls of the source: *; i = inactive; ? = inconclusive; nt = not tested or not shown; & = joins results of further samples; [ ] = another dose, or the depositor's remark. Unless noted, calls follow the shape of the dose curve; as a rule, active = well fitted curve in the direction sought with a large enough effect; inconclusive = small, poorly fitted or top-dose-only effect, or another doubt; inactive = no such curve, though single readings can be large; an effect the other way counts as inactive or inconclusive.
# The line under a structure holds: ERG Ets-DNA blk	Pin1 inh	JMJD2A Tudor	GLS inhibitor	G9a block	HP1b binding inh	PI4K2A inh	BAZ2B inh	PGK inhibitor
CCC(=O)N1CCc2cc(CNC(=O)Nc3cc(C)ccc3C)ccc21
 : 2%	5%	-8%	5%	-17%[59 µM]	22%[57 µM]	3	-6%	4%
CCOC(=O)c1[nH]cnc1C(=O)Nc1ccccn1
 : nt	2%	-88%	-3%	?	28%	-4	79µM*	-7%
Cc1ccc2nc(SCC(=O)Nc3ccc(Cl)cc3)nc(=O)n2c1
 : 2%	0%	0%	-10%	7%[0.501 µM]	34%	-2	1%	4%
Cc1nc2ccccc2c(-c2ccccc2)c1CC(=O)O
 : 0%	-4%	?	1%	11%[59 µM]	39%[activator]	0	4%	-7%
Cc1ccc(Nc2cc(C(=O)NCc3cccs3)c3ccccc3n2)c(C)c1
 : 0%	0%	-1%	10%	4%[59 µM]	30%	-3	nt	i
Cc1ccc(NC(=O)c2c(C(=O)Nc3ccccc3)sc3nc(C)cc(=O)n23)cc1
 : 3%&0%	2%&21%	-18%&0%	-2%&-13%	6%	7%&41%	-3&-1	7%&-1%	2%&-4%
O=C(NNC(=O)c1ccc2ccccc2c1O)NC1CCCCC1
 : 2%	-3%	-22%	4%	nt	27%	3	-25%	1%
CCCNC(=O)CCn1nc(-c2ccc(C)cc2)c2ccccc2c1=O
 : 16%&0%	-9%&-5%	4%&8%	-4%&3%	1%	27%&31%	0&-2	-17%&-17%	-10%&0%
CCC(C)N(C(=O)COC(=O)c1cc([N+](=O)[O-])ccc1N)C1CCS(=O)(=O)C1 (stereo not drawn)
 : -4%	-1%	-14%	8%	-16%[59 µM]	3%	5	-23%	-4%
COc1cccc(-c2cc(C(=O)Nc3cc(Cl)ccc3O)on2)c1
 : -2%	8%	?	-10%	13µM*	-1%	-1	?	6%
O=C(CCN1C(=O)/C(=C/c2cccs2)SC1=S)Nc1ccc(C(=O)O)cc1
 : 17%	35%[activator]	?	5%	?	-1%	-2	56µM*	-7%
Cc1ccc(Nc2nc(N)nc(CSc3nncn3C)n2)cc1
 : -2%	?	2%	4%	29%[59 µM]	19%	5	31%[activator]	3%
COC(=O)c1ccccc1NS(=O)(=O)c1ccc2c3c(cccc13)C(=O)N2
 : 1%	1%	-9%	0%	35%	18%	10	-1%	3%
Cc1noc(NS(=O)(=O)c2ccc(NC(=O)CSc3nnc(-c4ccccc4)n3C3CCCCC3)cc2)c1C
 : 0%	0%	-25%	-12%	?	40%[activator]	2	-35%	i
C/C(=N/Nc1nc(-c2ccccc2)cc(-c2ccc(F)cc2)n1)c1cccc(N)c1
 : -4%	14%	?	-2%	?	4%	1	?	5%
Cc1cccc(COCC(Cc2ccccc2)N2CCN(C(=O)c3cccc(Cl)c3)CCC2=O)c1 (stereo not drawn)
 : -2%	-4%	-25%	5%	?	30%	-4	-28%	0%
N#Cc1cc2cc3c(cc2nc1SCC(=O)N1CCOCC1)OCCO3
 : 3%	-5%	-15%	-10%	-49%	14%	-1	-11%	i
CCCCCC(=O)Nc1ccc(-c2csc(C)n2)cc1
 : nt	3%	-14%	6%	7%[59 µM]	16%	-5	27%	-4%
CC(NC(=O)c1ccc(CSc2nc3ccncc3n2Cc2ccc(F)cc2)cc1)c1ccccc1 (stereo not drawn)
 : -1%	21%	-13%	-3%	?	42%	0	-2%	9%
CC(C)Cn1c(N)c(C(=O)CSc2n[nH]c(N)n2)c(=O)n(C)c1=O
 : 13%	-2%	0%	27%	-6%[12.7 µM]	23%	-2	-3%	i
Cc1nc2ccccc2nc(C)c1=NO
 : 2%	-19%	0%	-2%	nt	28%	1	-32%	-2%
CCC(C(=O)OC)n1cnc2scc(-c3ccc(C)c(C)c3)c2c1=O (stereo not drawn)
 : -1%	10%	-17%	-14%	8%	34%	-1	-5%	-7%
Nc1c(Cl)ncnc1N/N=C/c1cccnc1
 : -2%	-1%	?	?	40µM*	10%	-4	-23%	-2%
COc1ccccc1OC(C)C(=O)Nc1ccccc1C(=O)NCC1CCCO1 (stereo not drawn)
 : 10%	-8%	-5%	-2%	24%	30%	-3	-15%	0%
CCOc1cc(N2CCOCC2)c(OCC)cc1NC(=O)C(NC(=O)c1ccco1)C(C)C (stereo not drawn)
 : -4%	-6%	-5%[11.4 µM]	2%	?	38%	6	-36%	4%
CCN(CC)P(=O)(c1ccccc1)c1c(C)nc2ccccn12 (stereo not drawn)
 : -5%	-1%	-4%	1%	?	30%	0	1%	2%
COC(=O)c1ccc(CSc2nnc(N)s2)o1
 : -8%	-7%	7%	0%	nt	34%	-1	0%	-2%
COc1cc(C(c2c(O)cc(C)[nH]c2=O)c2c(O)cc(C)[nH]c2=O)ccc1O
 : 0%	3%	-11%	30%	-6%	-10%	-3	-3%	-2%
COc1ccc(C(=O)OCC(=O)NCCCc2ccccc2)cc1[N+](=O)[O-]
 : 2%	-2%	-6%	-4%	-23%	12%	-4	-19%	-5%
CCC(=O)N1c2ccccc2NC2=C(C(=O)CC(C)(C)C2)C1c1ccc(O)c(OC)c1 (stereo not drawn)
 : 9%	-4%	-16%	25%	nt	31%	-3	-6%	-7%
CCC1=C(OC(=O)N(CC)CC)N2C(=O)OC(=NCCOC)[C@]2(Cc2ccccc2)[C@H]2C1=CC[C@H]1C(=O)NC(=O)[C@H]12
 : 24%	-1%	-18%	-1%	-2%[59 µM]	5%	-7	-6%	-2%
Cc1ccc(C(C[N+](=O)[O-])c2c(C)cc3ccccn23)cc1 (stereo not drawn)
 : 15%	10%	?	11%	?	-18%	-2	?	-8%
Brc1ccc(C2=CC(c3ccco3)n3nnnc3N2)cc1 (stereo not drawn)
 : 0%	3%	1%	-20%	-32%	25%	-1	-16%	0%
COc1ccc(NC(=O)CSCC(=O)OCc2cccc(OC)c2OC)cc1
 : -4%	1%	-14%	-2%	-31%	14%	0	14%	-10%
O=C(NCc1ccccc1Br)c1cccc2c1C(=O)c1ccc(N3CCC(Cc4ccccc4)CC3)cc1S2(=O)=O
 : -4%	?	-4%	-5%	nt	42%[activator]	0	nt	-4%
Cc1noc(C)c1C(=O)NCCCc1ccccc1
 : -3%	9%	-6%	2%	-1%[12.7 µM]	46%[activator]	5	6%	-2%
O=C(Nc1ccc2c(c1)OCO2)c1ccncc1
 : -11%	2%	-12%	-2%	-2%	66%[activator]	-5	-5%	i
CCC(Oc1ccccc1)C(=O)NC1C(=O)N2C1SC(C)(C)C2C(=O)O (stereo not drawn)
 : -1%	-7%	-8%	25µM*	34%[59 µM]	13%	0	-3%	-2%
Cc1ccc(N2NC(=O)/C(=C/C=C/c3ccco3)C2=O)cc1C
 : 4%	?	?	-28%	?	?	0	?	-4%
CCC(=O)c1ccc(OCC(=O)OCC(=O)N2CCc3ccccc32)cc1
 : -2%	-6%	-5%	-9%	7%	25%	7	6%	-8%
COCC(=O)N[C@@H]1c2ccccc2CC[C@@H]1OCc1ccccc1
 : 6%	-6%	-5%	-3%	nt	42%[activator]	-2	nt	-8%
O=C(COC(=O)c1ccc(F)c(S(=O)(=O)N2CCOCC2)c1)c1ccccc1
 : 1%	1%	7%	-3%	nt	51%[activator]	-2	nt	-9%
COc1ccc(C(=O)NCCN(C)C)c2nc3ccccc3cc12
 : -11%	-8%	-15%	1%	nt	20%	-4	nt	-2%
O=C(CCCOc1ccc(Br)cc1)Nc1ccc(S(=O)(=O)N2CCOCC2)cc1
 : -31%	31%[activator]	-20%	2%	-33%	17%	0	3%	-1%
CCOC(=O)c1ccc(NC(=O)CC2C(=O)N(c3cccc(OC)c3)C(=O)N2CCOC)cc1 (stereo not drawn)
 : -3%	-3%	3%	-3%	12%[59 µM]	31%	6	8%	0%
COc1ccccc1C1c2[nH]c3ccccc3c2CCN1Cc1ccc(NC(C)=O)s1 (stereo not drawn)
 : -5%	38%[activator]	?	18%	?	-14%	-4	?	-1%
Cc1ccc(Cn2c(Sc3ncccn3)nc3c2c(=O)[nH]c(=O)n3C)cc1
 : 0%	-1%	-9%	6%	-36%[59 µM]	15%	0	11%	-3%
COc1cccc(-c2cc(C(F)(F)F)nc(NCc3ccco3)n2)c1
 : 10%	4%	10%	1%	?	118%[activator]	0	26%	i
N#Cc1c(SCC(=O)Nc2ccc(Cl)cc2Cl)sc2c(O)cc(=O)[nH]c12
 : 2%	8%	-19%	1%	?	22%	-1	-30%	-16%

# High-throughput results as filed in PubChem.
